# D1 ag: human D1 receptor agonism; HEK293 T-REx D1 cells, calcium flux, agonist mode; activation, % at 2 µM; actives 1% (n = 360,000); in the data active = activation above about 30%; note: 0% is about no effect
#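 Agonism was scored from calcium flux recorded over 180 s (1 read/s) after pintool compound addition, following a 10-cycle baseline. Cells were inducible force-coupled HEK293 TREx D1, plated overnight at 30 C and loaded with no-wash calcium dye.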
# TRHR PAM: allosterically enhances the human TRH receptor; TRHR cells, fluo-8 calcium fluorescence, EC20 TRH enhancement; actives 0.66% (n = 360,000); enhancement, % at 2 µM; in the data active = enhancement above about 30%; note: 0% is about no effect
# Target sequence (P34981 whole entry, looked up): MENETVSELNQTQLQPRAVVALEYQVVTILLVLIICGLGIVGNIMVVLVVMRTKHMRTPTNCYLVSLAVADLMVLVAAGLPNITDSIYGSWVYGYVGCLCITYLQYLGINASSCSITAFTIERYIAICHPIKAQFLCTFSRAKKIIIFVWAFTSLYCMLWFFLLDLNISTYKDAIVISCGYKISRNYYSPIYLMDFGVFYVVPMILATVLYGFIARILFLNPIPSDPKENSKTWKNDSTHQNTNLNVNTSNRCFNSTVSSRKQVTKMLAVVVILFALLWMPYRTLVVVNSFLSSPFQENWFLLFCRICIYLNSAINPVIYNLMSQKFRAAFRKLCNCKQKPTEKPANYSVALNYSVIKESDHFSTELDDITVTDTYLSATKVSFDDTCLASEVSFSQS
#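 TRHR-expressing cells loaded with fluo-8 calcium dye were read kinetically (ex 480/em 530) during compound addition, then stimulated with an EC20 of TRH (10 nM final). Enhancement of the Gq-mediated intracellular calcium response was scored.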
# D2 antagonist: antagonists of human D2 dopamine receptor | P14416 | HEK293 TREx D2 cells, calcium flux, dopamine EC80 | inhibition, % at 10 µM | actives 2% (n = 340,000) | AID 485344; in the data active = inhibition above about 30%; note: 0% is about no effect
# Target sequence (P14416 whole entry, looked up): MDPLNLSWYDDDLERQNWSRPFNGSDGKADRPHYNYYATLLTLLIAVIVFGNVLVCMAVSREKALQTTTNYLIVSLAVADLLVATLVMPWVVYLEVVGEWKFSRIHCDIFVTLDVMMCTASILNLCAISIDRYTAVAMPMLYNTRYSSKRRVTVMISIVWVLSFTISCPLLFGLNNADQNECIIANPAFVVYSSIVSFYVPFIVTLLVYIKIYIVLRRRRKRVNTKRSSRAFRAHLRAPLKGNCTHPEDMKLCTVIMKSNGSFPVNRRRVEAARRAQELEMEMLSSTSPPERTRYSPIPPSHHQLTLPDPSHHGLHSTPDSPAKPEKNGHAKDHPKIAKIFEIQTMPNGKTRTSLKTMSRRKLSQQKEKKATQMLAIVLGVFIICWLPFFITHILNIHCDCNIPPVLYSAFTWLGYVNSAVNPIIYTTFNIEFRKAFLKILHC
#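 Measurement of antagonist activity uses fluorescent calcium dye in inducible HEK293 T-REx D2 cells: 10 s baseline, compound addition with 180 s read, EC80 dopamine addition with a further 180 s read.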
# D2 PAM: positive allosteric modulators of human D2 dopamine receptor; HEK293 T-REx D2, calcium flux, EC20 dopamine potentiation; actives 0.34% (n = 340,000); potentiation, % at 10 µM; AID 485347;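 active = potentiation over 3 SD above the plate norm, cut at about 30% in these data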; note: 0% is about no effect
#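 Potentiation of an EC20 dopamine calcium response is measured in a force-coupled, tetracycline-inducible Hek293 Trex D2 line. Compound-only kinetic reads over 180 s flag agonists before dopamine addition.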
# D2 ag: agonists of human D2 dopamine receptor; actives 0.53% (n = 340,000); AID 485358; activation, % at 2 µM; HEK293 T-REx D2 cells, calcium flux agonist mode;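 active = activation over 3 SD above normal in the single-dose calcium agonist read, cut at about 30% in these data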; note: 0% is about no effect
#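 Calcium-flux readout, 1 cycle/sec over 180 s following compound pin transfer, in inducible HEK293 Trex D2 cells (force-coupled); dopamine controls included. Positive calcium responses during this window marked compounds as potential agonists.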
# D1 antag: blocks dopamine activation of the human D1 receptor; HEK293 TREx D1 cells, calcium flux, dopamine EC80; hits give low values; activity change, negative = inhibition, % at 10 µM; actives 3.2% (n = 360,000); AID 504652; in the data active = activity change below about -30%; note: % is set by controls: 0 for no effect and ±100 for the full control effect
#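 Tetracycline-induced HEK293 Trex D1 cells, force-coupled to calcium, dye-loaded; compounds added and read 180 s, then EC80 dopamine added and calcium flux tracked kinetically another 180 s.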
# RXFP1 antag: blocks the human relaxin receptor RXFP1; Q9HBX9; activity change, negative = inhibition, % at 57.5 µM; HEK293-RXFP1, relaxin-stimulated cAMP HTRF, 30 min; hits give low values; actives 0.59% (n = 350,000);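 active = activity change of -60% or lower, but not beyond a set lower limit; inconclusive = change between -60% and -40%, or beyond the set limit; inactive = change above -40%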; note: % is set by controls: 0 for no effect and ±100 for the full control effect
# D1 PAM: potentiators of human D1 dopamine receptor. P21728. HEK293 TREx D1 cells, calcium flux, dopamine EC20 potentiation. AID 504651. potentiation, % at 10 µM. actives 0.036% (n = 360,000); in the data active = potentiation above about 30%; note: 0% is about no effect
# RXFP1 agonist: activates the human relaxin receptor RXFP1; AID 2676; HEK293T-RXFP1 cAMP TR-FRET, 30 min; response scale: percent of porcine relaxin response, buffer zero; Potency, µM (doses to about 57.5 µM), for inactives: at the top dose activation, most hits filed as activators; Q9HBX9; actives 0.3% (n = 370,000); active = well fitted activation curve with a large enough effect; inconclusive = small, poorly fitted or top-dose-only effect; note: potency is the fitted concentration of half-maximal effect; % is set by controls: 0 for no effect and ±100 for the full control effect; nearly all actives have a fitted effect of over 60% in size; many of its hits are not listed in these tables
#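 HEK293 cells stably expressing RXFP1, treated 30 min at 37C with compounds plus PDE4 inhibitor Ro 20174; cAMP measured by HTRF TR-FRET. Normalized to buffer and 29 nM porcine relaxin; EC50 by Hill fit.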
# The depositor's hits bear a star; ? = inconclusive; . = not tested or not shown; & = joins results of further samples. Only part of the results is shown (hit frequency here may not be typical).
# Below each SMILES – D1 ag, TRHR PAM, D2 antagonist, D2 PAM, D2 ag, D1 antag, RXFP1 antag, D1 PAM, RXFP1 agonist
- OCCNc1ncnc2ccc(Br)cc12
 : 2, -5, 9, 0, 1.0, 17, -5, -1, 4.9%
- CN(C(=O)COC(=O)c1ccc2c(=O)n3c(nc2c1)CCC3)c1ccccc1
 : 0, -2, 8, 9, -1.3, -1, 0, 0, -1.4%
- C[C@]12CCC(=O)C[C@@H]1CC[C@@H]1[C@@H]2CC[C@]2(C)C=CC[C@@H]12
 : 1, 5, ., -4, ., 16, ., 2, 1.6%
- Cc1ccn2c(Nc3ccc4c(c3)OCCO4)c(-c3ccc(N(C)C)cc3)nc2c1
 : 0, 7, ., -2, -0.9, 4, 0, -4, 21%
- C(#Cc1ccccc1)CN1CCCCC1
 : 1, -4, -21, -5, -0.5, 8, -2, -1, 0.4%
- CCc1nnc(NC(=O)C2Cc3ccccc3CN2S(=O)(=O)c2ccc(C)cc2)s1 (configuration not stated)
 : 2, 5, -16, 11, 1.2, 8, -9, -7, 0.3%
- CCN1CCN(C(=S)c2ccc(SC)cc2)CC1
 : 0, 2, 2, -20, -0.1, 3, -11, -1, 1.1%
- COc1ccccc1NC(=O)CSC1=Nc2ccccc2C2=NC(CCC(=O)NCc3ccco3)C(=O)N12 (configuration not stated)
 : 0, 0, ., 21, ., 13, -11, -2, 6.6%
- Cc1cccc(N2CCN(C(=O)c3ccc(NC(=O)c4nsc5ccccc45)cc3)CC2)c1C
 : 4, -2, ., 13, ., -8, 5, 2, 9.0%
- CCOC(=O)N1CCN(C2=Nc3cccc4cccc2c34)CC1
 : 4, -13, ., 2, ., -11, -12, -7, 0.1%
- Cc1cccc[n+]1CC(=O)c1ccc2c(c1)OCCO2
 : 3, 15, -12, 3, 0.3, 11, -8, -4, -0.2%
- CCC(=O)OC1(C)C(=O)C=C2C=C(c3ccsc3)OC=C2C1=O (configuration not stated)
 : 3, 1, 3, 7, -0.1, 0, ., 0, 1.9%
- CC(=O)Nc1ccc(SCC(=O)OCC(=O)NC(=O)NCCC(C)C)cc1
 : 2, -6, 6, 13, -0.6, 3, -9, -3, -0.2%
- Cc1ccccc1CN1C(=O)c2ccccc2S(=O)c2ccc(C(=O)NCc3ccc4c(c3)OCO4)cc21 (configuration not stated)
 : 3, -1, ., -6, ., 5, ., -3, -0.3%
- Cc1ccn2c(=O)nc(SCC(=O)NCc3ccco3)nc2c1
 : -1, 1, -2, -3, 1.8, 11, -7, -2, 6.9%

# One compound at a time, as listed above. Values in the order: D1 ag	TRHR PAM	D2 antagonist	D2 PAM	D2 ag	D1 antag	RXFP1 antag	D1 PAM	RXFP1 agonist
# Cc1ccn2c(Nc3ccc4c(c3)OCCO4)c(-c3ccc(N(C)C)cc3)nc2c1 is listed as 0	7	.	-2	-0.9	4	0	-4	21%
# OCCNc1ncnc2ccc(Br)cc12 is listed as 2	-5	9	0	1.0	17	-5	-1	4.9%
# CC(=O)Nc1ccc(SCC(=O)OCC(=O)NC(=O)NCCC(C)C)cc1 is listed as 2	-6	6	13	-0.6	3	-9	-3	-0.2%
# COc1ccccc1NC(=O)CSC1=Nc2ccccc2C2=NC(CCC(=O)NCc3ccco3)C(=O)N12 (configuration not stated) is listed as 0	0	.	21	.	13	-11	-2	6.6%

# As a working copy, some entries already given:
# Below each SMILES – D1 ag, TRHR PAM, D2 antagonist, D2 PAM, D2 ag, D1 antag, RXFP1 antag, D1 PAM, RXFP1 agonist
- Cc1cccc[n+]1CC(=O)c1ccc2c(c1)OCCO2
 : 3, 15, -12, 3, 0.3, 11, -8, -4, -0.2%
- CCC(=O)OC1(C)C(=O)C=C2C=C(c3ccsc3)OC=C2C1=O (configuration not stated)
 : 3, 1, 3, 7, -0.1, 0, ., 0, 1.9%
- CC(=O)Nc1ccc(SCC(=O)OCC(=O)NC(=O)NCCC(C)C)cc1
 : 2, -6, 6, 13, -0.6, 3, -9, -3, -0.2%
- Cc1ccccc1CN1C(=O)c2ccccc2S(=O)c2ccc(C(=O)NCc3ccc4c(c3)OCO4)cc21 (configuration not stated)
 : 3, -1, ., -6, ., 5, ., -3, -0.3%

# The listing picks up, starting 4 compounds before the break.
# Below each SMILES – D1 ag, TRHR PAM, D2 antagonist, D2 PAM, D2 ag, D1 antag, RXFP1 antag, D1 PAM, RXFP1 agonist
- CCC(=O)OC1(C)C(=O)C=C2C=C(c3ccsc3)OC=C2C1=O (configuration not stated)
 : 3, 1, 3, 7, -0.1, 0, ., 0, 1.9%
- CC(=O)Nc1ccc(SCC(=O)OCC(=O)NC(=O)NCCC(C)C)cc1
 : 2, -6, 6, 13, -0.6, 3, -9, -3, -0.2%
- Cc1ccccc1CN1C(=O)c2ccccc2S(=O)c2ccc(C(=O)NCc3ccc4c(c3)OCO4)cc21 (configuration not stated)
 : 3, -1, ., -6, ., 5, ., -3, -0.3%
- Cc1ccn2c(=O)nc(SCC(=O)NCc3ccco3)nc2c1
 : -1, 1, -2, -3, 1.8, 11, -7, -2, 6.9%
- COc1ccc(N(C(=O)c2ccccc2OC)C2C=CS(=O)(=O)C2)c(OC)c1 (configuration not stated)
 : 1, -4, ., ., ., -12, -5, 0, -0.7%
- CCCC(=O)NC(c1ccco1)c1cc(Cl)c2cccnc2c1O (configuration not stated)
 : 6, 22, 3, -4, 2.3, 12, -66*, 0, 0.4%
- COc1ccc(CNC(=O)c2nc(SC(C)C)ncc2Cl)cc1
 : 1, 12, ., 3, 0.2, -26, ., 1, 2.4%
- Cc1ccc(C2CC2C(=O)NNC(=S)Nc2cccc(C)c2)cc1 (configuration not stated)
 : -1, 5, 8, 11, 0.2, 3, 11, 11, -0.3%
- COc1ccc2cc(C3CC(c4ccco4)=NN3S(C)(=O)=O)c(Cl)nc2c1 (configuration not stated)
 : 4, 2, 0, 4, 0.4, 2, -7, 0, -0.2%
- COc1cc(C(=O)N(C)Cc2cccc(OC)c2OC)ccc1OCC(=O)Nc1cccc(C(F)(F)F)c1
 : 9, 0, -11, 7, 0.2, -22, -6, -6, 0.9%
- CCCN(CC(=O)Nc1ccccc1C)C(=O)Cc1n[nH]c(=O)c2ccccc12
 : 1, -1, 30, -13, 0.0, 10, 4, -8, -2.5%
- O=C(CSc1nnc(SCc2ccccc2)s1)N/N=C/c1c(Cl)cccc1Cl
 : 7, -3, -3, -1, 1.2, 2, -1, 2, -0.2%
- CN(c1ccccc1)S(=O)(=O)c1ccc(C(=O)OCC(=O)N2CCOCC2)cc1
 : 5, 4, -7, ., -1.0, -2, -5, -1, -0.8%
- O=C(Nc1ccccc1)N1CCCN(c2ccc(C(F)(F)F)cc2[N+](=O)[O-])CC1
 : 11, -4, 5, -1, 1.5, -8, -8, -3, -1.0%
- CCCCN(CC)CCNC(=O)Cn1cc2c(n1)-c1c(oc(C(=O)N3CCCC3)c1C)CC2
 : 0&0, 0&-11, -24, 3&1, -1.4, 3&-2, 1&8, 0&-5, 0.4%&1.2%
- CCSc1nc2c([nH]c3ccccc32)c(=O)n1C
 : 3, 7, 13, -2, 0.9, 1, ., ., -0.1%
- CCn1c(-c2cc(-c3ccccc3)sc2N)n[nH]c1=S
 : 1, 2, -5, -3, -0.3, -12, -32, -4, 3.5%
- CN1CCOCCOCCOCCN(C)C1=S
 : 1, -5, -19, 8, -1.1, 16, -5, 0, 0.8%
- O=C(NCc1cccn1Cc1ccccc1)Nc1ccc(Br)cc1F
 : 5, -5, ., 9, 0.9, -16, -33, -5, -3.7%

# Next structures:
# Below each SMILES – D1 ag, TRHR PAM, D2 antagonist, D2 PAM, D2 ag, D1 antag, RXFP1 antag, D1 PAM, RXFP1 agonist
- COc1cccc(-c2c(C(=O)N/N=C(\C)COc3ccccc3)nnn2-c2nonc2N)c1
 : 0, 5, -7, 5, 0.0, 4, 9, 3, -0.1%
- CN=c1scc(-c2cc(OC)ccc2OC)n1/N=C/c1c(C)[nH]c2ccccc12
 : 0, -4, 7, -17, 1.5, -11, -13, -4, 3.5%
- CCCOC(=O)C1[C@H]2C(=O)N(CC3CCCO3)C[C@]23C=C[C@H]1O3 (some centres not stated)
 : 0, 1, -8, -6, 0.5, 1, -1, 3, 1.1%
- Cc1ccc(NC(=O)c2oc3ccc(S(=O)(=O)N4CCCCCC4)cc3c2C)c(C)c1
 : -1, 4, ., 13, 0.0, 3, -9, 1, ?
- CCOC(=O)COc1cc(C)c(Cl)cc1C(=O)c1ccn2nc(-c3ccc(OC)cc3)cc2n1
 : -1, -1, ., 7, -0.1, 0, ., 3, -0.3%
- CSc1cccc(CNC(=O)CC2C(=O)NCCN2CC(C)(C)C)c1 (configuration not stated)
 : 4, 5, -2, -7, -0.6, 11, 3, -6, 0.3%
- COc1ccc(CCN2CC(C(=O)O)CC2=O)cc1OC (configuration not stated)
 : 3, 10, 20, -3, 0.4, 1, 1, -3, -0.5%
- CCC(=O)N1CCCC(C(=O)c2ccc(-c3ccccc3)cc2)C1 (configuration not stated)
 : 5, 0, -5, 16, 0.1, -30*, -3, -6, -0.1%
- COCCC(=O)N1CCC(Oc2ccc(C(=O)NCCn3cccn3)cc2)CC1
 : -1, -2, -6, 15, 0.4, 7, 8, 2, 9.7%
- Cc1cc(/C(N)=N/OC(=O)Nc2ccccc2)no1
 : 1, 25, -2, -27, 0.5, -14, -4, -6, -2.4%
- Cc1nn(C2CCS(=O)(=O)C2)c(C)c1CN(C)C(=O)c1cccc(Cl)c1 (configuration not stated)
 : 1, 7, -3, -3, 0.6, -11, 7, -3, -0.5%
- Cc1ccc(S(=O)(=O)N2CCOCC2)cc1C(=O)NCC1CCCCC1
 : 8, 1, 9, 4, 1.5, -6, -11, ., 1.7%
- CCOc1ccc2nc(Cl)c(CN(C(C)=O)C3CCCCC3)cc2c1
 : 2, 7, ., ., ., 6, -22, 4, -0.5%
- O=C(NCc1cccnc1)c1ccc(CN2CCc3ccccc3C2)cc1
 : 13, 4, -2, 21, -0.4, -19, -10, -7, 1.2%
- c1ccc(Cn2cnc3ccccc32)cc1
 : 2, 0, -3, 0, 0.5, 1, -7, 1, 0.3%

# Next section
# Below each SMILES – D1 ag, TRHR PAM, D2 antagonist, D2 PAM, D2 ag, D1 antag, RXFP1 antag, D1 PAM, RXFP1 agonist
- COc1ccc2oc(=O)c(C(=O)Nc3cccc(C(=O)O)c3)cc2c1
 : 3, 8, ., 4, -1.1, -2, ., 0, 3.8%
- Cc1cc(S(=O)(=O)Nc2ccc3ccccc3c2)c(C)s1
 : 2, -3, -10, 10, -1.4, -13, 1, -9, 1.4%
- O=C(Nc1ccccc1)c1ccco1
 : 2, -6, ., ., ., -9, -1, -1, 0.0%
- CC(C)(C)NC(=O)C1CCC(CNS(=O)(=O)c2cccc3nsnc23)CC1 (configuration not stated)
 : 10, 8, 2, -9, 1.2, 30, 4, -8, 2.9%
- COC(=O)c1ccc(NC(=O)N2CCc3c([nH]c4ccccc34)C2c2ccc(C)cc2)cc1 (configuration not stated)
 : 17, 2, ., 7, -1.2, -21, -5, -4, -0.8%

# High-throughput results from PubChem BioAssay.
